STK33 kin inh: human STK33 kinase inhibition; Q9BYT3; ADP-Glo luminescence, MBP substrate; inhibition, % at 12.5 µM; 0.44% of 27,000 active; AID 2322; in the data active = inhibition above about 20%
Target sequence (Q9BYT3 whole entry, looked up): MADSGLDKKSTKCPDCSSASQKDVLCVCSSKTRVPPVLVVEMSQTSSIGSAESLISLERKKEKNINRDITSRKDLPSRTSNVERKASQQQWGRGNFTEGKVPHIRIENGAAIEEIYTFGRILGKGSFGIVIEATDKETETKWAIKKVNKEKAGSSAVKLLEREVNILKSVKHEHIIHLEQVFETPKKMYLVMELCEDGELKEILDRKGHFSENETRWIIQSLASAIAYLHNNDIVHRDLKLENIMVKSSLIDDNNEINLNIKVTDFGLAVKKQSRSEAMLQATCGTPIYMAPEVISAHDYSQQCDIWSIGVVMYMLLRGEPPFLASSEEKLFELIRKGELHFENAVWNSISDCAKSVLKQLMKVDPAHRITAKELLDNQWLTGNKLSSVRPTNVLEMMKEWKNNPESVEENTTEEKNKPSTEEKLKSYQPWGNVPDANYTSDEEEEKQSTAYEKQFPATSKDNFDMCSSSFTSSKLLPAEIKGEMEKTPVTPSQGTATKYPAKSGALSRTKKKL
mut p53 react: mutant p53 pathway reactivation | 1.5% of 28,000 active | SW480 PUMA-promoter luciferase | activation, % at 9.98 µM; in the data active = activation above about 52%
* marks the source's active call; other numbers are inactive results; nt = not tested or not shown. These rows are one share of the data, so the mix of outcomes need not match the whole.

SMILES	STK33 kin inh	mut p53 react
C[C@@H]1CCCCO[C@@H](CN(C)C)[C@@H](C)CN([C@H](C)CO)C(=O)c2cc(NS(=O)(=O)c3cccs3)ccc2O1	-2	2
C[C@@H]1CN([C@H](C)CO)C(=O)c2cc(N(C)C)ccc2O[C@H]1CN(C)C	nt	7
C[C@@H]1CN([C@@H](C)CO)C(=O)Cc2cc(NS(C)(=O)=O)ccc2O[C@@H]1CN(C)C(=O)Nc1ccc(C(F)(F)F)cc1	nt	-3
C[C@H](CO)N1C[C@H](C)[C@H](CN(C)C(=O)NC2CCCCC2)Oc2c(NC(=O)Nc3ccc(C(F)(F)F)cc3)cccc2C1=O	nt	-2
COC(=O)C1=C(C)N(C)C(=O)NC1c1ccc(OC)c(Br)c1 (configuration not stated)	-6	nt
CC(Oc1ccc(Cl)cc1Cl)C(=O)Nc1ccc2oc(-c3ccncc3)nc2c1 (configuration not stated)	0	-1
C[C@H]1CN([C@@H](C)CO)C(=O)Cc2cc(NC(=O)CCC(F)(F)F)ccc2O[C@@H]1CN(C)S(=O)(=O)c1cn(C)cn1	-1	nt
C[C@@H]1CN([C@@H](C)CO)C(=O)c2cc(NC(=O)C3CC3)ccc2O[C@@H]1CN(C)Cc1ccc2c(c1)OCO2	0	nt
C[C@@H]1CN([C@@H](C)CO)C(=O)c2cccc(NS(=O)(=O)c3cccs3)c2O[C@@H]1CN(C)Cc1ccc2c(c1)OCO2	nt	-11
C/C=C(\C)CC(/C=C(\C)C(O)C(C)/C=C(\C)C(O)C(C)/C=C/C(O)C/C=C/C(O)C(O)C(=O)O)C(=O)O (configuration not stated)	-3	18

Three records picked at random from the list so far:
SMILES	STK33 kin inh	mut p53 react
C[C@@H]1CN([C@@H](C)CO)C(=O)c2cc(NC(=O)C3CC3)ccc2O[C@@H]1CN(C)Cc1ccc2c(c1)OCO2	0	nt
C[C@@H]1CCCCO[C@@H](CN(C)C)[C@@H](C)CN([C@H](C)CO)C(=O)c2cc(NS(=O)(=O)c3cccs3)ccc2O1	-2	2
CC(Oc1ccc(Cl)cc1Cl)C(=O)Nc1ccc2oc(-c3ccncc3)nc2c1 (configuration not stated)	0	-1

Following part.
SMILES	STK33 kin inh	mut p53 react
Cc1cccc(-n2c(N)cc(=O)nc2SCC(=O)Nc2ccccc2C#N)c1	-3	8
N#Cc1ccc(-c2cccs2)nc1SCC(=O)Nc1sc2c(c1C#N)CCCC2	6	6
COCCCNC(=O)[C@@]1(Cc2ccccc2CN=[N+]=[N-])COC(c2ccc(OCCCO)cc2)=N1	3	nt
COC(=O)c1ccc(C(=O)OC)c(NC(=O)CN2C(=O)c3cccc4cccc2c34)c1	2	0
COc1ccc(NC(=O)Nc2ccc3c(c2)C(=O)N([C@@H](C)CO)C[C@@H](C)[C@@H](CN(C)S(=O)(=O)c2cn(C)cn2)O3)cc1	-2	-3
C[C@@H]1CN([C@@H](C)CO)C(=O)c2cccc(NC(=O)Nc3ccc(C(F)(F)F)cc3)c2O[C@@H]1CN(C)Cc1ccc(-c2ccccc2)cc1	7	nt
Cc1noc(C)c1NC(=O)Nc1ccc2c(c1)C(=O)N([C@H](C)CO)C[C@@H](C)[C@@H](CN(C)C)O2	nt	4
CC1(C)C(=O)[C@@H]2C[C@@]3(O)C4=CC(=O)O[C@@H](c5ccoc5)[C@]4(C)CCC3[C@@](C)(C2=O)[C@H]1CC(=O)O (some centres not stated)	3	nt
C[C@H]1CN([C@@H](C)CO)S(=O)(=O)c2ccc(-c3ccncc3)cc2O[C@@H]1CN(C)Cc1ccc(Oc2ccccc2)cc1	nt	-59
C[C@@H]1CN([C@H](C)CO)C(=O)CCCn2nncc2CO[C@H]1CN(C)Cc1ccc(C(=O)O)cc1	5	nt
C[C@@H]1CN([C@@H](C)CO)C(=O)c2cccc(N(C)C)c2O[C@H]1CN(C)Cc1ccccc1	nt	3
C[C@H]1CN([C@@H](C)CO)C(=O)c2cccc(NC(=O)Nc3ccc(C(F)(F)F)cc3)c2O[C@@H]1CN(C)S(=O)(=O)c1ccc(Cl)cc1	nt	-16
COc1cc(OC)c2c(c1O)OC(c1ccccc1)CC2=O (configuration not stated)	8	2
Cc1noc(C)c1S(=O)(=O)Nc1ccc2c(c1)CC(=O)N([C@H](C)CO)C[C@@H](C)[C@@H](CN(C)S(=O)(=O)c1cn(C)cn1)O2	0	nt
COc1cc2c(cc1OC)CN(C(=O)[C@H]1[C@@H]3C(=O)O[C@@H](c4ccccc4)[C@@H](c4ccccc4)N3[C@@H](c3ccc(O)cc3)[C@]13C(=O)Nc1ccc(C#CC4=CCCCC4)cc13)CC2	7	nt
Cc1noc(C)c1NC(=O)N(C)C[C@@H]1Oc2ccc(NC(=O)C3CCCCC3)cc2C(=O)N([C@@H](C)CO)C[C@@H]1C	-1	nt
CCCC#Cc1ccc2c(c1)O[C@@H](CN(C)C(=O)c1cnccn1)[C@@H](C)CN([C@@H](C)CO)S2(=O)=O	nt	-11
C[C@@H]1CN([C@@H](C)CO)C(=O)CCCn2cc(nn2)CO[C@@H]1CN(C)C(=O)c1ccc(N2CCN(C)CC2)cc1	0	6
C[C@@H]1CN([C@H](C)CO)C(=O)c2cccc(NC(=O)C3CCOCC3)c2O[C@@H]1CN(C)Cc1ccc(Oc2ccccc2)cc1	nt	-5
C[C@@H]1CN([C@H](C)CO)C(=O)Cc2cc(NC(=O)Nc3ccc(C(F)(F)F)cc3)ccc2O[C@@H]1CN(C)C(=O)Nc1ccc(F)cc1	1	nt
C[C@H](CO)N1C[C@H](C)[C@H](CN(C)S(=O)(=O)c2cn(C)cn2)Oc2ncc(C#Cc3ccc(C(F)(F)F)cc3)cc2C1=O	-3	nt
COc1ccc(NC(=O)CN(c2ccc(Br)c(C)c2)S(C)(=O)=O)cc1OC	7	-1
Cc1ccc(S(=O)(=O)N(CC(=O)O)c2ccc(Br)cc2)cc1	-4	-11
C[C@@H]1CN([C@H](C)CO)C(=O)Cc2cc(NS(=O)(=O)c3ccccc3)ccc2O[C@H]1CN(C)Cc1ccc(-c2ccccc2)cc1	4	nt
C[C@H]1CN([C@@H](C)CO)C(=O)Cc2cc(NC(=O)CCCN(C)C)ccc2O[C@@H]1CN(C)Cc1ccc(Oc2ccccc2)cc1	-9	nt
C[C@@H]1CN([C@@H](C)CO)C(=O)c2cc(-c3ccc(C#N)cc3)cnc2O[C@@H]1CN(C)Cc1ccccn1	nt	11
C[C@@H]1CN([C@@H](C)CO)S(=O)(=O)c2ccc(C3=CCCC3)cc2O[C@H]1CN(C)Cc1cccc(C(=O)O)c1	nt	-17
C[C@H]1CN([C@@H](C)CO)C(=O)Cc2cc(NS(=O)(=O)c3cccs3)ccc2O[C@H]1CN(C)Cc1ccc(Cl)c(Cl)c1	0	nt
C[C@@H]1CN([C@H](C)CO)C(=O)Cc2cc(NC(=O)Cn3cnnn3)ccc2O[C@@H]1CN(C)Cc1ccc(Cl)c(Cl)c1	0	nt
C[C@H]1CN([C@@H](C)CO)C(=O)Cc2cc(NC(=O)Nc3ccc(F)cc3)ccc2O[C@@H]1CN(C)S(=O)(=O)c1cn(C)cn1	3	nt
COc1cc(OC)c(OC)cc1CN1CCN(Cc2ccccn2)CC1	-1	0
CCCCCC(=O)Cc1cc(O)c(O)c2c1C(=O)Oc1cc(O)c(C(=O)O)c(CCCCC)c1O2	-9	nt
C[C@H](CO)N1C[C@H](C)[C@H](CN(C)S(=O)(=O)c2cccs2)Oc2ccc(NS(=O)(=O)c3cccs3)cc2CC1=O	0	nt
C[C@H](CO)N1C[C@H](C)[C@H](CN(C)Cc2ccc(Oc3ccccc3)cc2)Oc2ccc(NC(=O)Nc3ccccc3)cc2CC1=O	3	nt
COC1OC(=O)C(CCC2(C)C(C)CCC3(C)C2CC(O)C(O)C32CO2)C1O (configuration not stated)	0	6
Cc1noc(C)c1S(=O)(=O)N(C)C[C@H]1OCCCC[C@H](C)Oc2ccc(NC(=O)NC(C)C)cc2C(=O)N([C@@H](C)CO)C[C@@H]1C	nt	7
C[C@@H]1CN([C@@H](C)CO)C(=O)Cc2cc(NC(=O)NC3CCCCC3)ccc2O[C@@H]1CN(C)Cc1ccc(Cl)c(Cl)c1	1	nt
CC(=O)N(C)C[C@@H]1Oc2cc(-c3cncnc3)ccc2S(=O)(=O)N([C@@H](C)CO)C[C@@H]1C	nt	12
C[C@@H]1CCCCO[C@H](CN(C)Cc2ccccc2)[C@@H](C)CN([C@H](C)CO)C(=O)c2cc(NS(=O)(=O)c3ccccc3)ccc2O1	-3	-4
C[C@H](CO)N1C[C@H](C)[C@H](CN(C)CC2CCCCC2)Oc2ccc(NC(=O)CCCN(C)C)cc2CC1=O	2	-1

Entries from the list above that have a Cl atom:
SMILES	STK33 kin inh	mut p53 react
CC(Oc1ccc(Cl)cc1Cl)C(=O)Nc1ccc2oc(-c3ccncc3)nc2c1 (configuration not stated)	0	-1
C[C@H]1CN([C@@H](C)CO)C(=O)c2cccc(NC(=O)Nc3ccc(C(F)(F)F)cc3)c2O[C@@H]1CN(C)S(=O)(=O)c1ccc(Cl)cc1	nt	-16
C[C@H]1CN([C@@H](C)CO)C(=O)Cc2cc(NS(=O)(=O)c3cccs3)ccc2O[C@H]1CN(C)Cc1ccc(Cl)c(Cl)c1	0	nt
C[C@@H]1CN([C@H](C)CO)C(=O)Cc2cc(NC(=O)Cn3cnnn3)ccc2O[C@@H]1CN(C)Cc1ccc(Cl)c(Cl)c1	0	nt
C[C@@H]1CN([C@@H](C)CO)C(=O)Cc2cc(NC(=O)NC3CCCCC3)ccc2O[C@@H]1CN(C)Cc1ccc(Cl)c(Cl)c1	1	nt

Full records from above.
CCCCCC(=O)Cc1cc(O)c(O)c2c1C(=O)Oc1cc(O)c(C(=O)O)c(CCCCC)c1O2 in the list: STK33 kin inh: -9; mut p53 react: nt
C[C@@H]1CCCCO[C@H](CN(C)Cc2ccccc2)[C@@H](C)CN([C@H](C)CO)C(=O)c2cc(NS(=O)(=O)c3ccccc3)ccc2O1 in the list: STK33 kin inh: -3; mut p53 react: -4
COC1OC(=O)C(CCC2(C)C(C)CCC3(C)C2CC(O)C(O)C32CO2)C1O (configuration not stated) in the list: STK33 kin inh: 0; mut p53 react: 6

New compounds follow.
SMILES	STK33 kin inh	mut p53 react
C[C@H](CO)N1C[C@H](C)[C@H](CN(C)C(=O)Nc2ccc(C(F)(F)F)cc2)Oc2ncc(C#C[C@@H](C)O)cc2C1=O	nt	-5
COc1cnc(NS(=O)(=O)c2ccc(N)cc2)nc1	6	nt
O=C(C[C@@H]1C[C@@H]2c3cc(NC(=O)NC4CCCC4)ccc3O[C@@H]2[C@@H](CO)O1)NCc1ccc(Cl)cc1	nt	12
C[C@H](CO)N1C[C@H](C)[C@@H](CN(C)CC2CCCCC2)OCc2cn(nn2)CCCC1=O	1	nt
CC(C)NC(=O)N(C)C[C@@H]1OCc2cn(nn2)CCCC(=O)N([C@H](C)CO)C[C@H]1C	-1	11
O=C(Nc1ccccc1C(=O)O)c1cccc(S(=O)(=O)Nc2ccccc2)c1	-2	-8
C[C@H](CO)N1C[C@H](C)[C@H](CN(C)Cc2ccc(-c3ccccc3)cc2)Oc2ccc(NC(=O)Cc3cn(C)c4ccccc34)cc2CC1=O	5	nt
Cc1ccc(NC(=O)CSc2ncccn2)cc1C	1	2
C[C@H](CO)N1C[C@H](C)[C@@H](CN(C)C)OCc2cnnn2CCCC1=O	-1	-2
CNC[C@@H]1OCc2cn(nn2)CCCC(=O)N([C@H](C)CO)C[C@@H]1C	-2	15
Cc1ccc(-c2nc3ccccc3o2)cc1NC(=O)COc1ccccc1	0	-11
COc1c(C2OCC(OC(C)=O)C(OC(C)=O)C2OC(C)=O)c(O)cc2oc(-c3ccc(OC4OC(CO)C(O)C(O)C4O)cc3)cc(=O)c12 (configuration not stated)	-2	5
C[C@@H]1CN([C@@H](C)CO)C(=O)c2cc(NC(=O)Nc3cccc4ccccc34)ccc2O[C@H]1CN(C)C	nt	4
COc1ccccc1CN(C)C[C@@H]1OCc2cn(nn2)CCCC(=O)N([C@H](C)CO)C[C@H]1C	nt	9
COc1ccc(NC(=O)Nc2ccc3c(c2)CC(=O)N([C@H](C)CO)C[C@H](C)[C@H](CN(C)S(C)(=O)=O)O3)cc1	nt	5
O=S(=O)(Cc1nc(-c2ccccc2Cl)cs1)c1cccs1	0	nt
CS(=O)(=O)N(CC(=O)Nc1ccc2c(c1)OCCO2)c1cccc(F)c1	0	-1
COc1ccc(OC)c(NC(=O)CN(c2ccc(F)c(Cl)c2)S(C)(=O)=O)c1	0	8
Cc1nnn(C23CC4CC(CC(C(=O)NC5CCCCCC5)(C4)C2)C3)n1	nt	-7
C[C@H]1CN([C@@H](C)CO)C(=O)Cc2cc(NS(=O)(=O)c3ccc(F)cc3)ccc2O[C@H]1CN(C)Cc1ccc(-c2ccccc2)cc1	8	2
Cc1nnc(SCc2nc(N)nc(Nc3ccccc3)n2)s1	-1	23
C[C@@H]1CN([C@H](C)CO)C(=O)CCCn2cc(nn2)CO[C@H]1CN(C)Cc1ccccc1C(F)(F)F	8	nt
C[C@H](CO)N1C[C@H](C)[C@@H](CN(C)C(=O)Nc2ccccc2)Oc2ncc(C3=CCCC3)cc2C1=O	nt	6
Cc1ccc(S(=O)(=O)N(C)C[C@H]2Oc3ccc(NC(=O)CCC(F)(F)F)cc3CC(=O)N([C@H](C)CO)C[C@@H]2C)cc1	nt	7
O=C(Nc1ccccc1[N+](=O)[O-])c1cc(S(=O)(=O)Nc2ccccc2)c(Cl)cc1Cl	-1	-16
O=C(CSc1nc2[nH]ncc2c(=O)n1-c1ccccc1)Nc1nsc(-c2ccccc2)n1	4	-15
C[C@H](CO)N1C[C@H](C)[C@@H](CN(C)S(=O)(=O)c2cccs2)OCCCC[C@H](C)Oc2ccc(NC(=O)Cc3ccccc3)cc2C1=O	nt	-23
CCOC(=O)c1c(NC(=O)c2ccc(NS(C)(=O)=O)cc2)sc2c1CCCC2	5	6
C[C@H](CO)N1C[C@H](C)[C@H](CN(C)S(=O)(=O)c2cccs2)Oc2ccc(NC(=O)C3CC3)cc2C1=O	nt	2
Cc1noc(C)c1S(=O)(=O)N(C)C[C@H]1OCCCC[C@H](C)Oc2ccc(NC(=O)NC(C)C)cc2C(=O)N([C@H](C)CO)C[C@H]1C	nt	4
N#Cc1ccc(NC(=O)CCN2C(=O)c3ccccc3C2=O)cc1	-1	39

From PubChem
